Assay outcomes: PubChem BioAssay, several laboratories
STEP inh = STEP phosphatase inhibitors, primary screen, biochemical, fluorescence intensity, uHTS | Tyrosine-protein phosphatase non-receptor type 5 (Homo sapiens), P54829 | AID 588621, 2011 | 360,000 tested, 0.25% active | inhibition, % at 20 µM | recombinant STEP, OMFP fluorogenic substrate;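 active means inhibition at 20 µM, scaled per plate between control wells, above about 37%, limit read from the data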;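 further: 0% = DMSO with enzyme and substrate and 100% = substrate only without enzyme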
Target sequence (P54829 whole entry, looked up): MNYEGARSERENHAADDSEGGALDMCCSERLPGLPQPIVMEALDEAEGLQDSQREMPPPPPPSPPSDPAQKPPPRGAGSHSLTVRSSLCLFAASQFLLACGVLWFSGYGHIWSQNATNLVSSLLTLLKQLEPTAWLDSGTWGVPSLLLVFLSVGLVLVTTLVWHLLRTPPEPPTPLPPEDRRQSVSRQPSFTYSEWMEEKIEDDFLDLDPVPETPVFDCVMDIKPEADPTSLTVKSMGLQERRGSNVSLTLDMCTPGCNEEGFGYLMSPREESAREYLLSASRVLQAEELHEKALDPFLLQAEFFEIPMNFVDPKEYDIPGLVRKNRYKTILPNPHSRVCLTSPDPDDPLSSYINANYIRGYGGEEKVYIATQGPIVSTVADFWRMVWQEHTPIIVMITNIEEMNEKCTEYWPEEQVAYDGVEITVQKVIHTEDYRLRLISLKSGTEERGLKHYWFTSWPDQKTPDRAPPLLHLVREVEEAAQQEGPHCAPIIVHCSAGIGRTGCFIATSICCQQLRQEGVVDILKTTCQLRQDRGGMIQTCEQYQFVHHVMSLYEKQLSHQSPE
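System: STEP (striatal-enriched tyrosine phosphatase) enzyme, cell-free; medium: Bis-Tris pH 6.0 buffer with DTT, detergent; dosing: 20 µM, 1% DMSO; times: reaction 20 min, ambient temperature; detection: fluorescence, 480/540 nm; read-out basis: normalized % inhibition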
CSN deneddyl inh = inhibitors of CSN-mediated cullin deneddylation, primary screen, biochemical, fluorescence polarization, uHTS; COP9 signalosome complex subunit 5 (Homo sapiens), Q92905; Purified CSN, SCF-Nedd8-OG deneddylation; 360,000 tested, 0.38% active; inhibition, % at 12.5 µM;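 active means pattern-corrected inhibition above about 35%, with an unprinted fluorescence ratio check between 0.5 and 1.5, limit read from the data, passing the limit was not always enough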;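 further: 0% = enzyme with substrate and 100% = substrate without enzyme; some results filed as inactive read as strong as hits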
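Material: purified human Csn5 enzyme expressed in HEK293T cells / Medium: Tris buffer pH 7.5, NaCl, DTT, Tween-20, trehalose, ovalbumin / Compound dosing: 12.5 µM single point / Schedule: 90 min incubation of compound, enzyme and substrate at room temperature / Signal: fluorescence polarization of the substrate / Control set: no-enzyme wells high, enzyme-with-substrate wells low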
NadD block = inhibitors of S. aureus NadD, primary screen, biochemical, colorimetric, uHTS. Nicotinate-nucleotide adenylyltransferase NadD (Staphylococcus aureus N315). purified NadD enzyme, colorimetric absorbance read-out. inhibition, % at 20 µM. 360,000 tested, 0.78% active; in the data active means inhibition above about 26%; further: some compounds past the cut are filed as inactive
DNMT1 inh = human DNMT1 methyltransferase inhibitors, primary screen, biochemical, molecular beacon, fluorescence, HinP1I cleavage, uHTS. inhibition (reported as % activation of signal), % at 10 µM. 360,000 tested, 0.83% active; in the data active means inhibition above about 50%
SUMO1-SIM PPI = modulators of SUMO1 protein-protein interactions, primary screen, biochemical, uHTS | 360,000 tested, 0.33% active | Small ubiquitin-related modifier 1 (Homo sapiens), P63165 | inhibition, % at 20 µM | AID 602429, 2012 | SUMO1 binding to a labelled peptide, TR-FRET, 1 h; in the data active means inhibition above about 37%
Target sequence (P63165 whole entry, looked up): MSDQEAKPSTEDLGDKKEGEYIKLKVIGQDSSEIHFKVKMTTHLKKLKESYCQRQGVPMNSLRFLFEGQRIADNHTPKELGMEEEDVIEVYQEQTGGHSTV
MsrA inhibitor = bovine MsrA enzyme inhibitors, primary screen, biochemical, absorbance, HTS. Methionine sulfoxide reductase A (Bos taurus). purified bovine MsrA, absorbance read-out. inhibition, % at 15.5 µM. 360,000 tested, 0.75% active. AID 651718, 2012; in the data active means inhibition above about 4.5%;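 further: 0% = vehicle wells with enzyme and 100% = reference inhibitor wells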
Rpn11 block = Rpn11 (PSMD14) deubiquitinase inhibitors, primary screen, biochemical, fluorescence polarization, uHTS | 360,000 tested, 0.59% active | human 26S proteasome, Ub4-pepOG fluorescence polarization; 20S core pre-blocked with epoxomicin | calls only at 20 µM | 26S proteasome non-ATPase regulatory subunit 14 (Homo sapiens), O00487;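 active means inhibition at 20 µM, scaled to each plate's controls, above about 33%, limit read from the data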
Tb MetRS inh = T. brucei MetRS inhibitors, primary screen, biochemical, luminescence; methionyl-tRNA synthetase (Trypanosoma brucei brucei); purified T. brucei MetRS, ATP depletion, Kinase-Glo luminescence; 360,000 tested, 0.4% active; inhibition, % at 11.9 µM;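 active means inhibition above a per-plate cutoff of the control wells' mean inhibition plus 3 SD, cut at about 5.5% in these data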;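 further: 0% = DMSO wells median and 100% = median of wells with control inhibitor compound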
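assay system = parasite MetRS enzyme | timing = 15 min preincubation, 2 h reaction, all 25 °C | evaluation = percent inhibition relative to median high and low control wells | medium = HEPES buffer containing pyrophosphatase, BSA, spermine, DTT | compound = single dose, 11.9 µM final nominal, 0.9% final DMSO | detection = Kinase-Glo luminescence, ATP depletion format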
Scp1 inh = Scp-1 phosphatase inhibitors, primary screen, biochemical, colorimetric, uHTS. Recombinant Scp1, phosphopeptide, malachite green phosphate absorbance. inhibition, % at 20 µM. 340,000 tested, 0.88% active. AID 493091, 2011;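 active means inhibition above about 50% at 20 µM, limit read from the data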;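 further: plate controls were DMSO wells with enzyme for no effect and wells lacking enzyme for full effect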
Target sequence (Q9GZU7 76-261 limits assumed): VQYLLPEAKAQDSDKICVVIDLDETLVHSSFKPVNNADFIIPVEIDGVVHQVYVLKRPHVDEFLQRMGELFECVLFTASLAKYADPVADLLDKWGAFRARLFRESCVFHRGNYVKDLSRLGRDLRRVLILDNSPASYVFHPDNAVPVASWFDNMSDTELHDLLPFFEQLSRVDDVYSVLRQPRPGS
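Times: enzyme reaction 45 min at room temperature, colour 5 min, stabilisation 30 min. Material: SCP-1 catalytic fragment, aa 76-261. Medium: Acidic Tris acetate buffer with magnesium and detergent. Signal: colorimetric free-phosphate detection, absorbance 630 nm. Read-out basis: % inhibition of SCP-1 phosphate liberation. Reagent: Phosphorylated 17-residue peptide substrate.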
LMPTP inh = LMPTP phosphatase inhibitors, primary screen, biochemical, fluorescence intensity, uHTS; recombinant LMPTP-A, OMFP fluorogenic substrate; Low molecular weight phosphotyrosine protein phosphatase (Homo sapiens), P24666; AID 651560, 2012; inhibition, % at 20 µM; 360,000 tested, 0.22% active;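 active means compounds that cut the enzyme signal by at least half of the control window in the single-dose screen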;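 further: plate controls were DMSO wells with enzyme plus substrate for no effect and substrate without enzyme for full effect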
Target sequence (P24666 whole entry, looked up): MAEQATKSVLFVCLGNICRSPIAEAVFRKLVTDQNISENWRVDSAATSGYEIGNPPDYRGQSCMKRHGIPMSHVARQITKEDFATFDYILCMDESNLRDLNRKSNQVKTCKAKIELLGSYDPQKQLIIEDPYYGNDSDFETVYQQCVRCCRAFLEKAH
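Material: LMPTP-A; amount: 0.625 nM enzyme; doses: single 20 µM dose; times: reaction 50 min, room temperature, dark; technique: fluorescence intensity of OMFP turnover product; benchmarks: no-enzyme and uninhibited controls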
Numbers without * were called inactive; i = inactive; x = no result given.

SMILES	STEP inh	CSN deneddyl inh	NadD block	DNMT1 inh	SUMO1-SIM PPI	MsrA inhibitor	Rpn11 block	Tb MetRS inh	Scp1 inh	LMPTP inh
Cc1ccc(NC(=O)CCC(=O)NNC(=S)Nc2ccc(F)cc2F)cc1C	0	4	-10	1	-2	-0.7	i	-0.2	-8	-0.9
O=C(COC(=O)CCc1ccccc1)NCc1ccc2c(c1)OCO2	0	4	0	1	2	-0.1	i	0.1	-5	0.1
COc1ccc(Cn2c(/C=C/c3ccccc3)nc3ccccc32)cc1	4	-3	12	-9	-1	1.8	i	-1.2	4	16
COC(=O)NCCc1cc(OC)c(OC)cc1S(=O)(=O)N1CC(=O)Nc2ccccc21	2	0	2	1	-4	0.2	i	-0.1	-13	-0.9
COc1cc(C(=O)NC(C)CCn2cccn2)ccc1OC1CCN(C(C)=O)CC1 (stereo not drawn)	-2	-1	2	3	4	0.6	i	-0.2	-11	-2.1
CCN(C(=O)COC(=O)C12CC3CC(CC(O)(C3)C1)C2)c1c(N)n(Cc2ccccc2)c(=O)[nH]c1=O	2	-3	2	0	2	-0.2	i	-0.1	0	-0.6
COc1ccc(OC)c(-c2csc(NC(=O)COC(=O)C3(C)CC3(Cl)Cl)n2)c1 (stereo not drawn)	-3	0	-6	-9	4	1.3	i	-0.3	-10	3.5
NC(=O)c1ccccc1NC(=O)c1ccc2ccccc2c1	-2	-2	-1	-3	-2	0.1	i	0.3	-3	1.4
COc1ccccc1NC(=O)c1ccc(COc2ccccc2Br)o1	2	4	-10	0	5	1.4	i	-0.1	-4	5.4
COc1ccc(-c2cc(C)nc3c(-c4ccccc4)cnn23)cc1	-1	22	-5	-5	-12	0.6	i	-0.8	-8	1.3
Cc1occc1-c1nnc(SCC(=O)NCc2cccs2)n1-c1ccc(F)cc1	8	1	1	-2	-1	0.1	i	0.1	-9	-0.3
COc1ccc([C@H]2CC(=O)C=C(c3cc(OC)ccc3OC)C2)cc1	-1	0	-7	-6	-8	-0.6	i	-0.4	-7	-1.6
Cc1noc(C)c1C(=O)Nc1ccc(S(=O)(=O)N2CCCCC2)cc1	-2	7	-2	2	13	1.0	i	-0.3	-5	-1.0
Cc1ccc2nc(C3CCCN(C(=S)Nc4ccccc4C)C3)[nH]c2c1 (stereo not drawn)	3	2	-3	-4	1	-0.2	i	6.8*	-3	0.3
COC(=O)c1c(N2C(=O)[C@H]3[C@@H](C2=O)[C@]2(C(=O)Nc4c2ccc(C)c4C)N2CCC[C@@H]32)sc(C)c1C	-4	4	23	-15	2	1.9	i	0.2	-11	1.7
Cc1ccc(CNC(=O)c2cncc(Br)c2)cc1	0	-1	0	-3	1	2.4	i	-0.6	1	-0.1
CS(=O)(=O)N(CC(=O)N1CCc2ccccc2C1)c1ccc(Br)cc1	0	2	-5	0	1	-0.7	i	-0.1	-7	1.4
CCCNS(=O)(=O)c1ccc(OCC(=O)N2CCCC2)cc1	-1	5	-1	1	-3	1.2	i	-2.1	5	-2.0
COc1ccc(C2=Nc3ccccc3N(C(=O)c3cccnc3)C2C(=O)NC2CCCC2)cc1 (stereo not drawn)	x	-1	x	x	-15	3.3	x	-0.2	x	-2.1
O=C(Nc1cccnc1Cl)c1cc(-c2ccc(F)cc2)on1	-1	-8	1	1	-3	-0.1	i	-0.7	-1	7.2
CC(C)C(=O)Nc1nnc(-c2ccccc2)o1	-2	1	5	7	5	-0.3	i	-0.1	-9	-1.0
O=c1c(NCCc2ccccc2)c(-c2ccccc2)c1=O	5	4	-4	3	13	0.9	i	-0.8	1	0.6
CC(C)=CCN1CCN(Cc2ccc3nsnc3c2)CC1CCO (stereo not drawn)	-3	-5	-4	-1	-17	0.1	i	-0.2	-5	-3.2
OCCNc1nc(N2CCCC2)nc(N2CCCC2)n1	5	0	-5	0	-2	0.1	i	-0.8	-8	-1.1
c1ccc(-n2ncc3c(N4CCN(c5ccccn5)CC4)nc(N4CCCCCC4)nc32)cc1	1	3	1	-2	1	-0.3	i	0.0	3	4.4
CC1(CO)CCCC1NCCNC1CCCC1(C)CO (stereo not drawn)	-3	1	-2	-2	-1	x	i	-0.9	x	0.5
CSC(=NC#N)N1CCN(c2ccc(Cl)cc2)CC1	3	4	6	1	0	-1.7	i	-0.2	-8	0.0
CN(C(=O)COc1ccc(Cl)cc1Br)C1CCCCC1	-1	-1	-4	-1	-4	-0.6	i	0.1	-7	1.4
CC(C)c1ccc(NC(=S)NNc2ccc(Cl)c(C(=O)O)c2)cc1	1	2	-4	-4	4	-0.7	i	-0.5	55*	-0.1
CC(C)(C)NC(=O)COC(=O)c1ccc2c(c1)C(=O)N(Cc1ccco1)C2=O	1	1	-15	-3	-32	0.1	i	0.1	-7	1.2
CC(=O)N(C)c1ccc(C(O)(C(F)(F)F)C(F)(F)F)cc1	-2	5	0	10	0	-1.0	i	0.5	8	0.3
COc1ccc(C(CNC(=O)c2cccc(S(=O)(=O)N(C)c3ccccc3)c2)N2CCCC2)cc1 (stereo not drawn)	1	9	6	9	-1	-0.7	i	-0.2	-4	2.8
Cc1nc2ccc(NC(=O)c3cc(S(=O)(=O)N(C)c4ccccc4)ccc3Cl)cc2s1	1	7	7	17	0	0.4	i	-0.6	-2	1.1
COc1ccccc1N1N=C(c2cccs2)CC1c1ccccc1 (stereo not drawn)	4	-10	-8	-1	-4	1.1	i	0.0	-15	3.0
O=C(O)C1(c2ccccc2)CCN(S(=O)(=O)c2ccccc2)CC1	1	1	-5	4	3	0.8	i	-0.6	-8	-1.2
O=C(C1CCCO1)N1CCN(C(=S)Nc2ccccc2)CC1 (stereo not drawn)	0	-1	-4	3	2	-0.8	i	-0.7	-5	-2.4
CCOc1ccc(NC(=O)CN(C)C(=O)c2ccc(N3CCCCCC3)c([N+](=O)[O-])c2)cc1OCC	2	1	3	-8	-31	2.2	i	-0.2	-6	2.7
Cc1cccc(C)c1NC(=O)C1CCCN1C(=O)Nc1cccc(F)c1 (stereo not drawn)	-2	0	1	0	5	0.1	i	0.5	-12	0.1
COC(=O)c1cc(OC)c(OC)cc1NC(=S)N1CCN(c2ccccn2)CC1	2	8	3	-2	5	0.3	i	0.1	-5	0.4
O=c1[nH]ncc2c3ccccc3n(Cc3ccc(F)cc3)c12	0	-1	-2	21	-1	-0.6	i	0.4	8	0.4
CCOc1ccc(-c2cn(S(=O)(=O)c3cccc4nsnc34)nc2N)cc1	0	1	0	-10	-23	1.3	i	-0.3	-9	1.2
CC(C)Oc1ccccc1C1(c2ccccc2)NC(=O)NC1=O (stereo not drawn)	-5	7	-4	-3	6	0.3	i	-1.4	-3	-0.5
CCOC(=O)CCN1C(=O)c2ccccc2Sc2ncccc21	1	5	-4	3	-1	0.2	i	-0.8	-9	-0.5
CCSc1ccccc1C(=O)NCc1ccc(OC)cc1	0	-8	-8	5	2	-0.8	i	0.2	-4	-0.9
CCN(CC)C(CNC(=O)CSc1nnnn1-c1cccc(F)c1)c1ccco1 (stereo not drawn)	0	3	-7	-3	6	-1.0	i	-0.3	0	-0.4
O=C(Nc1cccc(Cl)c1)c1ccc2c(c1)OCCO2	0	3	-3	0	1	0.1	i	0.5	-8	1.1
CN(CC(=O)Nc1ccc(Cl)cc1)C1CCCCC1	-2	-6	3	-1	1	-0.7	i	0.2	-8	1.1
Cc1cc(C(=O)COc2cc(F)ccc2[N+](=O)[O-])c(C)n1CC1CCCO1 (stereo not drawn)	-2	3	-7	4	-8	0.1	i	-0.7	0	0.7
C/C(N)=C(/C#N)C(=O)CSc1nc2cc(Cl)ccc2c(=O)n1-c1ccc(C)cc1	-1	-1	10	18	-3	1.6	i	0.5	-10	0.2
O=C(N/N=C/c1cccnc1)C(=O)N1CCCCCC1	-5	1	-2	5	2	0.7	i	-0.2	-1	0.0

Further records
SMILES	STEP inh	CSN deneddyl inh	NadD block	DNMT1 inh	SUMO1-SIM PPI	MsrA inhibitor	Rpn11 block	Tb MetRS inh	Scp1 inh	LMPTP inh
CCCS(=O)(=O)c1c(S(=O)(=O)CCC)c2cc(-c3ccncc3)ccn2c1C(=O)OC	7	-3	2	0	-20	1.1	i	0.2	-5	-1.3
CCc1nn(CC(=O)NCc2cccnc2)c(=O)c2cc3occc3n12	-3	-1	-1	-4	-2	-0.2	i	-0.6	-2	3.1
O=C(NCC(=O)N1CCCCCCC1)c1ccccc1Br	-1	-1	-1	2	1	-0.1	i	-0.4	-6	-0.3
C=CCOc1ccc(CNn2c(C)n[nH]c2=S)cc1OC	2	2	-4	-5	-3	-0.4	i	-0.8	9	-28
CCOC(=O)[C@@H]1[C@H]2COc3ccc(Br)cc3[C@@H]2N2C(=O)N(c3cccc(F)c3)C(=O)[C@]12C	-1	3	-8	-1	8	1.0	i	-0.3	-8	0.8

Five neighbouring entries from above, quoted:
SMILES	STEP inh	CSN deneddyl inh	NadD block	DNMT1 inh	SUMO1-SIM PPI	MsrA inhibitor	Rpn11 block	Tb MetRS inh	Scp1 inh	LMPTP inh
CCCS(=O)(=O)c1c(S(=O)(=O)CCC)c2cc(-c3ccncc3)ccn2c1C(=O)OC	7	-3	2	0	-20	1.1	i	0.2	-5	-1.3
CCc1nn(CC(=O)NCc2cccnc2)c(=O)c2cc3occc3n12	-3	-1	-1	-4	-2	-0.2	i	-0.6	-2	3.1
O=C(NCC(=O)N1CCCCCCC1)c1ccccc1Br	-1	-1	-1	2	1	-0.1	i	-0.4	-6	-0.3
C=CCOc1ccc(CNn2c(C)n[nH]c2=S)cc1OC	2	2	-4	-5	-3	-0.4	i	-0.8	9	-28
CCOC(=O)[C@@H]1[C@H]2COc3ccc(Br)cc3[C@@H]2N2C(=O)N(c3cccc(F)c3)C(=O)[C@]12C	-1	3	-8	-1	8	1.0	i	-0.3	-8	0.8
